CBFb-RUNX1 inh – qHTS Assay for Compounds Blocking the Interaction Between CBF-beta and RUNX1 for the Treatment of Acute Myeloid Leukemia. Runt-related transcription factor 1 (Homo sapiens) + Core-binding factor subunit beta …. AlphaScreen CBFb-His/RUNX1-biotin binding, biochemical. Potency, µM (highest dose often 59.8 µM), without a hit: at the highest dose activity, negative = inhibition, most hits filed as inhibitors. 230,000 tested, under 10 active. AID 1477, 2009; note: % of control where 0% means no effect
Target sequence (Q01196 whole entry, looked up): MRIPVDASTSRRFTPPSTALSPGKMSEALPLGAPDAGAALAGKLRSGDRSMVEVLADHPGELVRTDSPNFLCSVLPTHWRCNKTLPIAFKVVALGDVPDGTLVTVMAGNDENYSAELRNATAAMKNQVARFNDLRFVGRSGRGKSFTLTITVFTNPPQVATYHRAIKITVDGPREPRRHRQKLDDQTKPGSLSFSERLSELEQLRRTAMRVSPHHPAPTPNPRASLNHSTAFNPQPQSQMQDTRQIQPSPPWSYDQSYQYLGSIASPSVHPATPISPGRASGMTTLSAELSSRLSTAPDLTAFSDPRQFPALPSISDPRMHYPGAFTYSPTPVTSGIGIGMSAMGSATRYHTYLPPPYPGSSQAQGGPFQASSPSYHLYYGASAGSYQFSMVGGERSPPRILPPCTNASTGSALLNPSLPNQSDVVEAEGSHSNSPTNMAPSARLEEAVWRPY
Target sequence (Q13951 whole entry, looked up): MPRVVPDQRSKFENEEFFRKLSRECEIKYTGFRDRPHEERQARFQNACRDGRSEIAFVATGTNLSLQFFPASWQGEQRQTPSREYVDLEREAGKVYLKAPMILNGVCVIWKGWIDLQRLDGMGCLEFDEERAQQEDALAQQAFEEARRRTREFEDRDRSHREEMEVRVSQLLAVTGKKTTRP
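Room-temperature protein-protein interaction test with 30 nM each of His-tagged CBF-beta and biotinylated RUNX1, 15 min with compound, then 90 min with nickel plus streptavidin beads. Signal read in AlphaScreen mode.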
Luc counter – Counterscreen for Luciferase (Kinase-Glo TM) Inhibition | Kinase-Glo luciferase, ATP luminescence, 8 min | Potency, µM (doses to about 38.3 µM), for inactives: at the highest dose activity change, negative = inhibition, usual class: inhibitors | 0.28% of 200,000 active | AID 1379, 2008; note: potency is the fitted concentration of half-maximal effect; % is set by controls: 0 for no effect and ±100 for the full control effect; nearly all actives have a fitted effect of over 60% in size
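Compounds were added to a substrate mix at pH 7.2 (50 mM imidazole, 10 uM ATP, within the enzyme's linear range), followed by Kinase-Glo detection reagent; luminescence was measured after 8 minutes at ambient temperature.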
NPSR antag – qHTS Assay for Antagonists of the Neuropeptide S Receptor: cAMP Signal Transduction; Q6W5P4; CHO-NPSR cells, cAMP TR-FRET, antagonist mode; Potency, µM (top dose mostly 38.3 µM), inactives show top-dose activity change, negative = inhibition, actives largely listed as inhibitors; 1% of 220,000 active; AID 1461, 2008; note: potency is the fitted concentration of half-maximal effect; % is set by controls: 0 for no effect and ±100 for the full control effect; nearly all actives have a fitted effect of over 50% in size; many of its hits are not listed in these tables
Target sequence (Q6W5P4 whole entry, looked up): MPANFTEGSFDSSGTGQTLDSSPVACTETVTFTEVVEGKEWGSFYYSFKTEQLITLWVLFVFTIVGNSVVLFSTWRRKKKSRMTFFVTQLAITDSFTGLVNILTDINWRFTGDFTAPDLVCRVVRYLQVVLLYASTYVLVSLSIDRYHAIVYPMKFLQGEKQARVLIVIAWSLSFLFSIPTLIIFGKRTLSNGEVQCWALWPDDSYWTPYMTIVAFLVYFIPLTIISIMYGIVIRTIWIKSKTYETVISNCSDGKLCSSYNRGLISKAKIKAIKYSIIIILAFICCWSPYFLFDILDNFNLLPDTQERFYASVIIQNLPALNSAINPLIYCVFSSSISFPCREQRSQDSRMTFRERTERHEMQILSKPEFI
HttQ103 aggreg – qHTS Multiplex Assay to Identify Dual Action Probes in a Cell Model of Huntington: Aggregate Formation (GFP); PC12 HttQ103-GFP aggregates, Acumen cytometry, 40 h; Potency, µM (titrated, usually from 46.1 µM), for the others: at the top dose activity change, negative = inhibition, usual class: inhibitors; 1.1% of 220,000 active; note: potency is the fitted concentration of half-maximal effect; % is set by controls: 0 for no effect and ±100 for the full control effect; nearly all actives have a fitted effect of over 60% in size
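Inducible Q103 Huntingtin exon 1–GFP PC12 line, 1500 cells/well in phenol red free DMEM with 5% equine and 5% calf serum. Tebufenozide 100 nM induced expression; compounds titrated; aggregates quantified by cytometry.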
Epigenetic reg – Quantitative High-Throughput Screen for Regulators of Epigenetic Control; murine LDR cells, GFP reporter derepression, 30 h; 0.2% of 280,000 active; Potency, µM (top dose mostly 53.9 µM), for inactives: top-dose GFP activation, actives largely listed as activators; note: potency is the fitted concentration of half-maximal effect; % of control where 0% means no effect; nearly all actives have a fitted effect of over 60% in size
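GFP-positive cell count by laser-scanning cytometry (objects 20–120 um) after 30 h, 37 C compound exposure of murine LDR cells; reporter is CMV-GFP integrated at a silenced locus, inducible by HDAC or DNMT inhibitors.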
IMPase Li cell – qHTS Assay for Identifying the Cell-Membrane Permeable IMPase Inhibitors: Potentiation with Lithium; Potency, µM (titrated, usually from 59.4 µM), without a hit: at the top dose activity, negative = IMPase inhibition, actives largely listed as inhibitors; CHO-M1 cells, IP1 TR-FRET (IP-One), carbachol + lithium; 0.35% of 210,000 active; AID 1457, 2008;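 note: IP1 builds up when IMPase is blocked and the TR-FRET signal falls; potency is the fitted concentration of half-maximal effect; plate controls were basal vehicle for no effect and high inhibitor control for full effect; nearly all actives have a fitted effect of over 50% in size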
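Lithium-sensitised IP1 accumulation assay; M1-expressing CHO cells treated 30 min at 37C with compound. Competitive antibody detection by time-resolved FRET followed a 10 min room-temperature lysis step.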
LMNA splice mod – qHTS Assay for Modulators of Lamin A Splicing; HeLa LMNA splicing GFP/RFP minigene ratio, 48 h; Potency, µM (titrated, usually from 46.1 µM), inactives show at the highest dose ratio change, negative = inhibition, most hits filed as inhibitors; 0.01% of 200,000 active; active = well fitted inhibition curve with a large enough effect in the signal ratio, with a control signal flat, not every such curve was filed as active; inconclusive = small, poorly fitted or top-dose-only effect, or effect the other way, or a change in a side signal; the % refers to the signal ratio; note: potency is the fitted concentration of half-maximal effect; % is set by controls: 0 for no effect and ±100 for the full control effect
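Read-out is the ratio of GFP to DsRed2 object intensity, acquired by 488 nm laser-scanning cytometry on HeLa lamin A-EGFP minigene reporter cells. Compound incubation 48 hrs at 37 °C in Opti-MEM with 2% FBS; DMSO 0.5% final.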
Numbers without * were called inactive; ? = inconclusive; nt = no result given; & = joins results of further samples; [ ] = dose if it differs, or a comment. Unless noted, calls come from the whole dose curve; as a rule, active = well fitted curve in the direction sought with a large enough effect; inconclusive = small, poorly fitted or top-dose-only effect, or another doubt; inactive = no such curve, though single readings can be large; an effect the other way counts as inactive or inconclusive.

SMILES	CBFb-RUNX1 inh	Luc counter	NPSR antag	HttQ103 aggreg	Epigenetic reg	IMPase Li cell	LMNA splice mod
O=C(NCCc1ccc(Cl)cc1)C1CCN(S(=O)(=O)N2CCC3(CC2)OCCO3)CC1	-2%	-2%	?	-3%	-0.2%	9%[38.3 µM]	-2%
CCOC(=O)c1cc2sccc2n1CC(=O)N1CCN(C(=O)c2ccco2)CC1	-1%	-4%	-14%[46.1 µM]	10%	0.0%	-14%[38.3 µM]	-4%
Cc1nn(CC(=O)N2CCOCC2)c(=O)c2ccccc12	7%	nt	2%[46.1 µM]	6%	-8.9%	nt	5%
O=C(Nc1ccc(Cl)cc1C(=O)N1CCOCC1)c1ccco1	3%	5%	-4%[46.1 µM]	-3%	0.6%	-5%[38.3 µM]	-4%
CC12C(=O)N(n3cnnc3)C(=O)C1C1C=CC2C1 (configuration not stated)	2%	0%	-7%[46.1 µM]	-6%	-1.1%	2%[38.3 µM]	0%
Cc1c(Cl)cccc1N=c1c([N+](=O)[O-])nn(-c2ccccc2)n1O	-7%	-9%	-6%[46.1 µM]	-3%	0.5%	23%[38.3 µM]	?
CC(C)c1ccccc1OCCNS(C)(=O)=O	4%	-3%	-29%[46.1 µM]	10%	-1.1%	13%[38.3 µM]	7%
Cn1c(=O)c2ncn(CC(=O)NC3CCCCCC3)c2n(C)c1=O	-1%	6%	3%[46.1 µM]	-6%	-1.0%	1%[38.3 µM]	?
Cc1cc2ccccn2c1C(=O)c1cc([N+](=O)[O-])cc([N+](=O)[O-])c1	nt	0%	-8%	7%	2.2%	5%	-7%[46 µM]
COc1ccc(CCNC(=O)CCc2ccc(S(=O)(=O)NC(C)C)cc2)cc1	-3%	-1%	0%	2%	1.1%	-3%	-3%
COC(=O)CCC(C)C1CCC2C3C(C[C@H](O)C12C)C1(C)CC[C@@H](O)CC1C[C@H]3O (some centres not stated)	5%[21.7 µM]	3%	nt	nt	3.2%	8%	nt
O=C(CCC1CCCCC1)NCCN1C2=NC[C@H](Cc3ccccc3)N2C[C@H]1Cc1ccc(O)cc1	12%	nt	?	-1%[9.22 µM]	-1.3%	17%	nt
CSc1nc(-c2ccc(Cl)cc2)nn1S(=O)(=O)c1ccc(Cl)cc1	0%	3%	-2%	-4%	-1.0%	5%	3%
O=C(NCC1CCCO1)c1ccc2c(=O)n(CC3CCCO3)c(=S)[nH]c2c1 (configuration not stated)	1%	-4%	-14%[46.1 µM]	0%	0.7%	14%[38.3 µM]	-18%
Cc1ccc(S(=O)(=O)NC(=O)NCCCCNC(=O)NS(=O)(=O)c2ccc(C)cc2)cc1	2%	4%	-5%[46.1 µM]	2%[9.22 µM]	2.8%	31%[activator][38.3 µM]	1%
CS(=O)(=O)N1CCN(c2ccccc2NC(=O)c2cc(Br)ccc2Cl)CC1	13%	1%	-28%	21%	0.0%	5%	-21%[46 µM]
Cc1ccc(N=Cc2sccc2C)cc1C	5%	-11%	17%	-1%	3.2%	-2%	9%
Cc1nnc(NC(=O)CSc2nnc(Cc3cccn3C)n2C)s1	-2%	-3%	-27%[46.1 µM]	-16%	-0.8%	-26%[38.3 µM]	-9%
CCN(CC)CCN(C(=O)c1ccc(C(C)=O)cc1)c1nc2ccc(Cl)cc2s1	2%	3%	-32%	4%	-3.8%	10%	1%[9.22 µM]
CS(=O)(=O)N(C(=O)NC(=O)NC12CC3CC(CC(C3)C1)C2)C1CCCCC1	-2%	-2%	2%	-7%	0.1%	-8%	-13%[46 µM]

Next part, starting with the last four of the part before.
SMILES	CBFb-RUNX1 inh	Luc counter	NPSR antag	HttQ103 aggreg	Epigenetic reg	IMPase Li cell	LMNA splice mod
Cc1ccc(N=Cc2sccc2C)cc1C	5%	-11%	17%	-1%	3.2%	-2%	9%
Cc1nnc(NC(=O)CSc2nnc(Cc3cccn3C)n2C)s1	-2%	-3%	-27%[46.1 µM]	-16%	-0.8%	-26%[38.3 µM]	-9%
CCN(CC)CCN(C(=O)c1ccc(C(C)=O)cc1)c1nc2ccc(Cl)cc2s1	2%	3%	-32%	4%	-3.8%	10%	1%[9.22 µM]
CS(=O)(=O)N(C(=O)NC(=O)NC12CC3CC(CC(C3)C1)C2)C1CCCCC1	-2%	-2%	2%	-7%	0.1%	-8%	-13%[46 µM]
CC(=O)NCCn1c(SCC(=O)NCc2ccco2)nc2ccccc2c1=O	1%	-2%	8%[46.1 µM]	10%	-1.3%	0%[38.3 µM]	12%
CC(C)C(C)NC(=O)COc1ccc(-c2ccccc2)cc1 (configuration not stated)	2%	-4%	-14%[46.1 µM]	8%	0.8%	17%[38.3 µM]	-25%
Cc1[nH]c2ccccc2c1C(=O)CSc1nc2ccccc2c(=O)n1CCCN1CCOCC1	2%	-5%	-28%[46.1 µM]	?	0.9%	34%[activator][38.3 µM]	?
O=C(Nc1ccc(-c2nc3cccnc3s2)cc1)c1ccc(Br)o1	15%	-3%	-7%[46.1 µM]	-28%	0.0%	3%[38.3 µM]	-15%
Cc1ccccc1-n1c(SCC(=O)N/N=C/c2c(C)nn(-c3ccccc3)c2C)nc2ccccc2c1=O	-15%	2%	-32%	-1%	-0.1%	10%	-11%
CNC(=O)c1oc(-c2ccccc2)nc1C	0%	-4%	5%	-15%[9.22 µM]	-1.9%[10.1 µM]	4%	36%[46 µM]
COc1cccc2[nH]c3c(N4CCC(C)CC4)ncnc3c12	-12%	-1%	-7%[46.1 µM]	?	-4.2%	26%[38.3 µM]	?
O=C(N/C(=C/c1ccc(Br)cc1)c1nc2ccccc2[nH]1)c1ccco1	3%	-3%	-17%[46.1 µM]	10%	0.0%	1%[38.3 µM]	10%
O=C(CSc1nnc(CCCN2C(=O)c3cccc4cccc(c34)C2=O)n1-c1ccccc1)N1CCCCC1	-10%	1%	-20%[46.1 µM]	7%	1.0%	8%	-3%
CC(C)(C)c1ccccc1NC(=O)Cn1cnc2cc([N+](=O)[O-])ccc2c1=O	-19%	-2%	-1%	?	-0.4%	-9%	0%[46 µM]
CN(C(=O)C1CCOC1)c1nnc(C2CCOC2)s1 (configuration not stated)	-1%	0%	13%[46.1 µM]	0%	0.0%	-17%[38.3 µM]	-6%
COc1ccc(NC(=O)CSc2nc3c(c(=O)n2-c2ccc(F)cc2)SCC3)cc1	1%	0%	?	8%	-0.8%	14%[38.3 µM]	-5%
COCCSc1ccccc1C(=O)N1CCc2ccccc2C1	3%	-2%	1%	-5%	0.0%	6%	6%[46 µM]
O=C(N/N=C/c1ccc(Cl)cc1)c1cc(-c2cccnc2)nc2ccccc12	0%	1%	0%	-16%	9.2%	1%	15%[46 µM]
Cc1ccc2c(CN3CCC(C)CC3)cc(=O)oc2c1	6%	-3%	-4%[46.1 µM]	-7%	0.8%	28%[38.3 µM]	3%
O=C(OCCN1CCCC1)C1(c2ccccc2)CCCC1	-2%	0%	3%[46.1 µM]	-5%	4.4%	44%[38.3 µM]	0%
Cc1oc2c(c1C(=O)N1CCOCC1)C(=O)c1ccccc1C2=O	1%	-4%	13%	10µM*	0.0%	14%	?
COC(=O)Nc1[nH]ncc1[N+](=O)[O-]	7%	-1%	-6%	9%[9.22 µM]	0.3%	2%	-12%[46 µM]
C[C@@]12CCC=C[C@H]1[C@H](c1ccccc1Br)N(Cc1ccccc1)C2=O	7%	2%[39.9 µM]	nt	nt	0.7%	4%	nt
O=C(Nc1cc(Cl)cc(Cl)c1)c1ccc(Cn2c(=O)[nH]c3ccsc3c2=O)cc1	1%[2.36 µM]	0%	-36%	-13%	11%	-19%	?
O=[N+]([O-])c1ccccc1/C=C/C=N/N1CCCCC1	?	-3%	-15%	7%	8.5%	7%	nt
Fc1ccc(Nc2nc(NCc3ccco3)c3ccccc3n2)cc1	14%	nt	?	-26%[9.22 µM]	0.1%	nt	nt
COC(=O)CCN(C(=O)c1cc(OC)c(OC)c(OC)c1)c1ccccn1	-2%	-2%	-2%[46.1 µM]	17%	1.4%	22%[38.3 µM]	-9%
CNC(=S)N/N=C/c1ccc(-c2cc([N+](=O)[O-])ccc2Cl)o1	-1%	1%	-16%	12%[9.22 µM]	-1.3%	-3%	nt
COC(=O)[C@@]1(Cc2ccc(OC)cc2)[C@H]2c3cc(C(=O)N4CCCC4)n(CCc4c[nH]c5ccccc45)c3C[C@H]2CN1C(=O)c1ccccc1	-22%	1%	nt	nt	0.3%	-3%	nt
O=C(NC(Cc1c[nH]c2ccccc12)C(=O)N1CCOCC1)c1cccs1 (configuration not stated)	13%	7%	-34%	13%	-1.6%	?	-8%[46 µM]
COc1ccc(NC(=O)c2cc([N+](=O)[O-])ccc2N2CCCC2)cc1	-3%	1%	0%	20%	-5.6%	12%	nt
Cc1cccc2cc(CN(CC3CCCO3)S(=O)(=O)c3ccccc3)c3nnnn3c12 (configuration not stated)	6%	1%	-23%[46.1 µM]	14%	-2.7%	-1%[38.3 µM]	-3%
COc1cc(C=Nc2c(C)cc(C)cc2C)ccc1OC(C)=O	3%	-2%	14%	-19%	0.0%	9%	-2%
CN1/C(=C\C=C2\N=C(c3ccc(F)cc3)OC2=O)C(C)(C)c2ccccc21	?	6%	-18%[46.1 µM]	-19%	?	27%[38.3 µM]	-3%
CCc1cccc(C)c1NC(=O)Cn1c(NCCO)nc2ccccc21	6%	3%	13%	-8%	0.0%	3%	-6%
c1cnc(N2CCN(Cc3ccc4c(c3)OCO4)CC2)nc1	-11%	-3%	-16%[46.1 µM]	32%&0%	1.1%	11%&2%&9%&10%&0%	-18%
CNc1cc([N+](=O)[O-])ccc1N/C=C/C(=O)c1ccc2c(c1)OCO2	-13%	-1%	-16%	21%	-3.0%	-2%	?
CCCOC(=O)Oc1ccc2c(=O)c(Oc3cc(C)cc(C)c3)coc2c1	1%	0%	-21%	0%	-1.8%	0%	?
COc1ccccc1NC(=O)/C=C/c1ccc(OC)c(S(=O)(=O)N2CCOCC2)c1	0%	3%	-7%	29%	-1.5%	8%	nt
Cc1ccc(C(=O)CCC(=O)N2CCC(C(N)=O)CC2)cc1	7%	5%	8%	5%	-1.4%	1%	1%[46 µM]

Assay outcomes: PubChem, National Center for Advancing Translational Sciences (NCATS)

Not all compounds are listed; rates above refer to the full screens.
